Rin1-Abl PPI inh – inhibitors of Rin1-Abl protein binding, primary screen, biochemical, TR-FRET; Tyrosine-protein kinase ABL1 (Homo sapiens) + Ras and Rab interactor 1 (Homo sapiens), …; inhibition, % at 7.35 µM; hit rate 0.4% among 360,000; in the data active = inhibition above about 5%, passing the limit was not always enough
PABP1 MLLE inh – inhibitors of PABP1 MLLE–PAM2 peptide binding, primary screen, biochemical, fluorescence polarization, FITC-PAM2, GST-MLLE; inhibition, % at 20 µM; hit rate 0.36% among 360,000; Polyadenylate-binding protein 1 (Homo sapiens), P11940; in the data active = inhibition above about 35%, passing the limit was not always enough;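 note: plate controls were DMSO wells with GST-MLLE for no effect and wells lacking GST-MLLE protein for full effect; some results filed as inactive read as strong as hits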
MT1-MMP act inh – blockers of MT1-MMP proenzyme processing, primary screen, HT1080 RFP-PRO-GFP cells, GFP/RFP fluorescence; AID 651647, 2012; Matrix metalloproteinase-14 (Homo sapiens), P50281; GFP/RFP ratio fluorescence, overnight; percent of plate control window, DMSO zero; hit rate 0.061% among 360,000; GFP/RFP ratio change, % at 20 µM;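 active = GFP/RFP ratio change of at least 30% with cell ATP level not reduced by more than half and red fluorescence within 50% of control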; note: strong numbers were not always called active
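Read-out: GFP/RFP fluorescence ratio; Test system: RFP-PRO-GFP reporter HT1080 cells; Compound dosing: single-point 20 µM compound, 1% DMSO; Times: overnight compound exposure at 37 °C.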
SKN-1 inh – suppressors of acrylamide-induced Pgst-4::GFP reporter in worms, primary screen, SKN-1 inhibitor project, whole organism, uHTS, GFP/RFP fluorescence ratio, strain VP596; C. elegans VP596 Pgst-4::GFP/RFP ratio, 24 h; inhibition, % at 21.8 µM; hit rate 0.49% among 360,000;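 active = interference check ratio from 0.5 to 1.5 plus GFP to RFP signal ratio inhibition reaching or exceeding a fixed threshold, cut at about 30% in these data, passing the limit was not always enough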; note: some compounds called inactive have numbers as strong as hits
FAS-TE inh – FAS thioesterase domain inhibitors, primary screen, biochemical, fluorescence intensity, uHTS; Fatty acid synthase (Homo sapiens), P49327; recombinant FAS-TE, OMFH fluorogenic substrate, fluorescence endpoint; inhibition, % at 15 µM; hit rate 0.67% among 360,000; AID 602261, 2012;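 active = compounds whose normalised, plate-corrected inhibition of enzyme fluorescence in the single-dose primary screen is 50% or more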;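 note: 0% = DMSO with enzyme and 100% = substrate without enzyme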
Target sequence (P49327 whole entry, looked up, the tested form may be a part): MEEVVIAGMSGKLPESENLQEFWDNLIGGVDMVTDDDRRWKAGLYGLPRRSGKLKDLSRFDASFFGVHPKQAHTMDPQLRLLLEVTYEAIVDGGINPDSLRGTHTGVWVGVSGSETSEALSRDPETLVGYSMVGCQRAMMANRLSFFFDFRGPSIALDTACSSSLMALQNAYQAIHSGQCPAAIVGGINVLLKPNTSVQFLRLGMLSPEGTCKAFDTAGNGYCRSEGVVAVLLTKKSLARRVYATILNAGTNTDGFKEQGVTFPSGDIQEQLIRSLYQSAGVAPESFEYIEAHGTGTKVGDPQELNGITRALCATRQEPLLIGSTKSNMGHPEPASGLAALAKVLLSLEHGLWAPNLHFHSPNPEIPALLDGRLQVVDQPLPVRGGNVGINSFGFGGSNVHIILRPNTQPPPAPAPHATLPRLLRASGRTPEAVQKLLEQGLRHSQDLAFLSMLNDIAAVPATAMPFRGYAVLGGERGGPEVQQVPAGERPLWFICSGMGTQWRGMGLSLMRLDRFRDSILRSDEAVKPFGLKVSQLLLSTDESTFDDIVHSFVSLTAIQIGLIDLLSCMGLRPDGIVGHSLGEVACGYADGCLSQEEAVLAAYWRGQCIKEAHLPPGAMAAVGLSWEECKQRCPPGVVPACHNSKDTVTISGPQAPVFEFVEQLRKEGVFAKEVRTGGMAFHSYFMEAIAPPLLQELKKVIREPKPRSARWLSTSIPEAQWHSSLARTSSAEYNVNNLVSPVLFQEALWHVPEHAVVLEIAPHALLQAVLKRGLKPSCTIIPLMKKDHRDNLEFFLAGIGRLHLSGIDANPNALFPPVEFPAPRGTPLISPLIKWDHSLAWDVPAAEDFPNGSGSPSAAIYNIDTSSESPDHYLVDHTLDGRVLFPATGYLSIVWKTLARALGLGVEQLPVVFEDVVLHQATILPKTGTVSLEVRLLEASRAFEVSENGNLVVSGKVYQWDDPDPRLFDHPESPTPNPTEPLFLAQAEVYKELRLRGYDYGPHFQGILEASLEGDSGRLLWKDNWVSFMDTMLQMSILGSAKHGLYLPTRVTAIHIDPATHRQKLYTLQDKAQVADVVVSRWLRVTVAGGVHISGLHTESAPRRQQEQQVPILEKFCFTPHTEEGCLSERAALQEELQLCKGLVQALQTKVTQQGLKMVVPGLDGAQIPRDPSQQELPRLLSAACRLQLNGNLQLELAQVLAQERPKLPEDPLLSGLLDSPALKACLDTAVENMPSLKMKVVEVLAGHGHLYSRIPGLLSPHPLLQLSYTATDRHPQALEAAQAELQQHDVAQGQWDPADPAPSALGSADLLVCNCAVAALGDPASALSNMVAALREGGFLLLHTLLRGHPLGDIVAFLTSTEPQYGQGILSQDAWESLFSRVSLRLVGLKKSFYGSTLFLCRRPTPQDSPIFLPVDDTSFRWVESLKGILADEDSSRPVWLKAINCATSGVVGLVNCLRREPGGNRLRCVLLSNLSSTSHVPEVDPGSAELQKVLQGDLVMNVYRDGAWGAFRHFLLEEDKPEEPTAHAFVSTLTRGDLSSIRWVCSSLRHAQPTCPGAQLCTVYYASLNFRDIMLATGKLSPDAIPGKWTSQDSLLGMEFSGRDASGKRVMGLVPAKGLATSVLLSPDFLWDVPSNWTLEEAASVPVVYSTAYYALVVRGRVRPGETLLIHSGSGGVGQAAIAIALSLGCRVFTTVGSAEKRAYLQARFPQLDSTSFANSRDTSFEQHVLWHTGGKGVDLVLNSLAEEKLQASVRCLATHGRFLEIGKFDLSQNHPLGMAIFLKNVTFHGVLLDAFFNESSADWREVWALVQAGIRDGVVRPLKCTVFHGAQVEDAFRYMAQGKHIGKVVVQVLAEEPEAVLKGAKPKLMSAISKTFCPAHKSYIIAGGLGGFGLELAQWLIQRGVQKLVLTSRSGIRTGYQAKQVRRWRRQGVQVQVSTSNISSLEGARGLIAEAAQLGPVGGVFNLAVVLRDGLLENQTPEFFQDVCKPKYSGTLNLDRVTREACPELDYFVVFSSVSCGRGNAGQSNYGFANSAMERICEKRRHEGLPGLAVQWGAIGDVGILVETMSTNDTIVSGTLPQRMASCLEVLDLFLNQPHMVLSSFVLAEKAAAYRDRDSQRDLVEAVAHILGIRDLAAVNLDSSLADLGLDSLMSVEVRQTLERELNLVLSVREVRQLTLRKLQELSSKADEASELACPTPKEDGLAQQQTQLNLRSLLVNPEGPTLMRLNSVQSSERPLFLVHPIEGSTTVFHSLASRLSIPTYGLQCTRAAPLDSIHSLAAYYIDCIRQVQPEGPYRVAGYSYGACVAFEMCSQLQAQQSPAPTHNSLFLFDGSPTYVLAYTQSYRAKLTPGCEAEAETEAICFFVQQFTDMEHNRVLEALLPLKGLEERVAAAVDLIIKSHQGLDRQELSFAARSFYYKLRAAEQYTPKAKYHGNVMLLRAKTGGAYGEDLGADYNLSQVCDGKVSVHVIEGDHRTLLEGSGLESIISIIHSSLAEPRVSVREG
Rpn11 block – Rpn11 (PSMD14) deubiquitinase inhibitors, primary screen, biochemical, fluorescence polarization, uHTS. 26S proteasome non-ATPase regulatory subunit 14 (Homo sapiens), O00487. human 26S proteasome, Ub4-pepOG fluorescence polarization; 20S core pre-blocked with epoxomicin. calls only at 20 µM. hit rate 0.59% among 360,000. AID 588493, 2011;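 active = inhibition at 20 µM, scaled to each plate's controls, above about 33%, limit read from the data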
CSN inh – inhibitors of CSN-mediated cullin deneddylation, primary screen, biochemical, fluorescence polarization, uHTS. Purified CSN, SCF-Nedd8-OG deneddylation. inhibition, % at 12.5 µM. hit rate 0.38% among 360,000;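 active = pattern-corrected inhibition above about 35%, with an unprinted fluorescence ratio check between 0.5 and 1.5, limit read from the data, passing the limit was not always enough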;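 note: 0% = enzyme with substrate and 100% = substrate without enzyme; some results filed as inactive read as strong as hits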
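Detection – fluorescence polarization · System – HEK293T-derived human Csn5 enzyme · Controls – substrate-only high control, full reaction low control · Timing – 90 min, room temperature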
NadD inh – inhibitors of S. aureus NadD, primary screen, biochemical, colorimetric, uHTS; hit rate 0.78% among 360,000; purified NadD enzyme, colorimetric absorbance read-out; inhibition, % at 20 µM; in the data active = inhibition above about 26%; note: some compounds past the cut are filed as inactive
Neddyl block – inhibitors of cullin neddylation, primary screen, biochemical, TR-FRET, uHTS, NAE and Ubc12. AID 651699, 2012. hit rate 0.58% among 360,000. NEDD8-conjugating enzyme Ubc12 (Homo sapiens) + NEDD8-activating enzyme E1 regulatory …. calls only at 25 µM; in the data active = inhibition above about 36%
The depositor's hits bear a star; i = inactive; / = not tested or not shown; + = active, no number.

(1) COc1ccc(CSc2n[nH]c(C)n2)cc1Br
(2) COc1ccc(CNCC(=O)Nc2cc(OC)cc(OC)c2)cc1
(3) CC(C)(O)CC[C@@H](O)[C@](C)(O)[C@H]1CC[C@@]2(O)C3=CC(=O)[C@@H]4C[C@@H](O)[C@@H](O)C[C@]4(C)C3CC[C@]12C (stereo partly specified)
(4) CCOC(=O)c1c(N=CN(C)C)c2cc([N+](=O)[O-])cnc2n1C
(5) CC(C)[C@H](NC(=O)c1nn(Cc2ccccc2)c(=O)c2ccccc12)C(=O)O
(6) COc1ccc(C(NC(=O)C(C)C)c2c(O)ccc3ccccc23)cc1OC (stereo unspecified)

Screen / compound no.	1	2	3	4	5	6
Rin1-Abl PPI inh	0	2	-2	-10	4	1
PABP1 MLLE inh	12	-4	-6	-3	6	-6
MT1-MMP act inh	2	2	2	-2	-1	-4
SKN-1 inh	-3	1	2	-4	-18	1
FAS-TE inh	-11	0	-7	16	-2	-4
Rpn11 block	i	i	i	i	i	i
CSN inh	-1	-7	-1	2	0	-1
NadD inh	2	-14	2	-3	1	-5
Neddyl block	i	i	i	i	i	i

Structural class: the entries above with an aryl methoxy group
(1) COc1ccc(CSc2n[nH]c(C)n2)cc1Br
(2) COc1ccc(CNCC(=O)Nc2cc(OC)cc(OC)c2)cc1
(6) COc1ccc(C(NC(=O)C(C)C)c2c(O)ccc3ccccc23)cc1OC (stereo unspecified)

Screen / compound no.	1	2	6
Rin1-Abl PPI inh	0	2	1
PABP1 MLLE inh	12	-4	-6
MT1-MMP act inh	2	2	-4
SKN-1 inh	-3	1	1
FAS-TE inh	-11	0	-4
Rpn11 block	i	i	i
CSN inh	-1	-7	-1
NadD inh	2	-14	-5
Neddyl block	i	i	i

Continuation:
(7) CC(=O)N1N=C(c2ccncc2)OC12CCCC2
(8) COc1ccccc1OCC(=O)Nc1cccc(N(C)S(C)(=O)=O)c1
(9) CC(Nc1nc(N2CCCC2)nc2ccccc12)c1ccccc1 (stereo unspecified)
(10) COc1cc(C(=O)NCCNC(=O)C2CCCNC2=O)cc(OC)c1OC (stereo unspecified)
(11) O=C(CC(=O)N/N=C/c1ccc(O)cc1)N/N=C/c1ccc(O)cc1
(12) COc1ccc(CCC(=O)NCC(=O)OCc2ccccc2)cc1

Screen / compound no.	7	8	9	10	11	12
Rin1-Abl PPI inh	2	1	-1	-1	-6	6
PABP1 MLLE inh	-3	-6	4	-9	4	-2
MT1-MMP act inh	6	-3	5	2	2	-4
SKN-1 inh	-4	-11	-1	7	-6	-4
FAS-TE inh	-13	-5	-4	-1	-4	-2
Rpn11 block	i	i	i	i	i	i
CSN inh	2	0	4	3	-1	-2
NadD inh	-6	2	-5	-3	-4	-9
Neddyl block	/	i	i	i	i	i

(13) CN(Cc1ccc(F)cc1)C(=O)c1cc(COc2ccc(F)cc2F)on1
(14) CCCCCOc1ccc(Cl)cc1CN1CCOCC1
(15) COc1ccccc1N1CCN(C(=O)c2cc3c(-c4ccc(Cl)cc4)nn(C)c3s2)CC1
(16) CC1(c2nnc(-c3ccncc3)o2)CC(c2cccnc2)=NO1 (stereo unspecified)
(17) O=C(Nc1ccccc1N1CCCC1)c1ccco1
(18) Cc1c(C(=O)N2CCN(c3ncccn3)CC2)oc2ccc(F)cc12

Screen / compound no.	13	14	15	16	17	18
Rin1-Abl PPI inh	0	1	-3	5	-1	2
PABP1 MLLE inh	-3	-21	-57	2	19	-3
MT1-MMP act inh	-1	-1	-5	2	-14	-4
SKN-1 inh	7	6	-1	30	-2	-18
FAS-TE inh	9	6	23	-8	-6	-5
Rpn11 block	i	i	i	i	i	i
CSN inh	5	-2	0	-8	1	2
NadD inh	-8	-9	10	-2	-5	-4
Neddyl block	i	i	i	i	i	i

(19) c1c2c(cc3sc(N4CCCCC4)nc13)OCO2
(20) CCC12CN(C(=O)c3ccc(C)cc3)CC(CC)(CN(C(=O)c3ccc(C)cc3)C1)C2=O
(21) Cc1ccc(/C=c2\sc3n(c2=O)CN(c2ccc(Br)cc2)CN=3)o1
(22) CCN(CC)CCCN(CC(=O)N(C)Cc1ccccc1)C(=O)c1ccc([N+](=O)[O-])cc1
(23) CC1CC(C)CN(S(=O)(=O)c2cccc(C(=O)OCCN3CCCC3=O)c2)C1 (stereo unspecified)
(24) Cc1ccc(/C=N/NC(=O)c2ccc(N(C)S(=O)(=O)c3ccccc3)cc2)cc1

Screen / compound no.	19	20	21	22	23	24
Rin1-Abl PPI inh	0	2	-3	0	-2	2
PABP1 MLLE inh	15	-8	-68	-10	4	6
MT1-MMP act inh	-1	7	-14	0	0	0
SKN-1 inh	31	3	10	4	-4	-2
FAS-TE inh	2	-4	18	-3	1	11
Rpn11 block	i	i	i	i	i	i
CSN inh	0	0	4	-7	2	7
NadD inh	4	-3	22	-3	-1	1
Neddyl block	i	i	i	i	i	i

(25) CC(=O)c1cccc(NC(=O)CN(c2ccc(F)cc2)S(C)(=O)=O)c1
(26) CC1(C)COC(c2ccc(F)c([N+](=O)[O-])c2)=N1
(27) Cc1cc(C)cc(OCC(=O)N/N=C/c2ccco2)c1
(28) COc1ccc(NC(=O)c2cccc3c2C(=O)N(C2CCCCC2)C3)cc1
(29) O=C(NCc1ccc2c(c1)OCO2)c1c(Cl)cccc1Cl
(30) CCN(CC(=O)NCCc1ccccc1)S(=O)(=O)c1ccc(C)cc1

Screen / compound no.	25	26	27	28	29	30
Rin1-Abl PPI inh	0	1	1	5	2	5
PABP1 MLLE inh	-4	-10	4	3	-9	6
MT1-MMP act inh	-3	6	2	2	3	-1
SKN-1 inh	-15	15	1	0	-3	-2
FAS-TE inh	-4	-1	-4	28	-3	1
Rpn11 block	i	i	i	i	i	i
CSN inh	-1	5	-6	1	-2	-2
NadD inh	1	2	-5	-3	0	-3
Neddyl block	i	i	i	i	i	i

Brought forward from above: 4 entries; new compounds follow.
(27) Cc1cc(C)cc(OCC(=O)N/N=C/c2ccco2)c1
(28) COc1ccc(NC(=O)c2cccc3c2C(=O)N(C2CCCCC2)C3)cc1
(29) O=C(NCc1ccc2c(c1)OCO2)c1c(Cl)cccc1Cl
(30) CCN(CC(=O)NCCc1ccccc1)S(=O)(=O)c1ccc(C)cc1
(31) COc1ccc(C(=O)c2sc(Nc3ccccc3)nc2N)cc1
(32) Cc1ccccc1Cn1c(C)c(C(=O)N(C)Cc2ccc(F)cc2)sc1=O
(33) CC(C)(C)OC(=O)NCCc1nnc(SCc2ccccc2Cl)o1
(34) c1ccc2c(c1)Cc1ccccc1O2
(35) N#Cc1ccc(-c2cccnc2)nc1SCC(=O)Nc1sc2c(c1C#N)CCC2
(36) CCC1CCCCN1C(=O)c1c[nH]c2ccc(S(=O)(=O)N(C)c3ccc(Cl)cc3)cc2c1=O (stereo unspecified)

Screen / compound no.	27	28	29	30	31	32	33	34	35	36
Rin1-Abl PPI inh	1	5	2	5	-1	3	-3	-1	-5	4
PABP1 MLLE inh	4	3	-9	6	1	-7	9	-5	-20	7
MT1-MMP act inh	2	2	3	-1	-10	3	8	1	-71	-1
SKN-1 inh	1	0	-3	-2	5	9	-9	28	39*	15
FAS-TE inh	-4	28	-3	1	4	0	6	6	9	5
Rpn11 block	i	i	i	i	i	i	i	i	+	i
CSN inh	-6	1	-2	-2	-5	-1	5	-5	9	0
NadD inh	-5	-3	0	-3	-2	6	-5	-6	14	16
Neddyl block	i	i	i	i	i	i	i	i	i	i

(37) CSc1nc(-c2ccccc2)nc(NC(=O)C(C)C)c1C(C)=O
(38) COc1ccc(-c2ocnc2C(=O)N2CCN(C(c3ccccc3)c3ccccc3)CC2)cc1
(39) Cc1cccc(OCC(=O)OCC(=O)c2c(N)n(C)c(=O)n(C)c2=O)c1
(40) Cc1sc2ncn(CC(=O)NCCN3CCOCC3)c(=O)c2c1S(=O)(=O)N1CCC(C)CC1
(41) O=C(Nc1ccc([N+](=O)[O-])cn1)c1cc(-c2cccc(Br)c2)nc2ccccc12
(42) COc1ccc(N2CCN(C(=O)CNC(=O)c3ccco3)CC2)cc1

Screen / compound no.	37	38	39	40	41	42
Rin1-Abl PPI inh	-2	0	2	1	0	-6
PABP1 MLLE inh	-30	7	-8	-11	-6	-5
MT1-MMP act inh	-4	-4	6	5	9	0
SKN-1 inh	3	10	13	10	0	-13
FAS-TE inh	2	17	-6	-1	34	-8
Rpn11 block	i	i	i	i	i	i
CSN inh	5	1	-7	2	2	-3
NadD inh	-8	-1	3	9	24	-4
Neddyl block	i	i	i	i	i	i

(43) CCC(c1ccccc1)c1nc(-c2cccnc2)no1 (stereo unspecified)
(44) O=c1[nH]c2ccccc2nc1-c1nnnn1Cc1ccccc1
(45) COc1ccc2c(c1OC)C(=O)N1c3ccccc3COC21 (stereo unspecified)
(46) O=C1N=c2ccccc2=C1c1sc(=S)n(Cc2ccccc2Cl)c1O
(47) CCC(C)[C@@H](CN(N=O)[C@@H](Cc1ccccc1)CN(C)N=O)N(CCc1ccccc1)N=O (stereo partly specified)
(48) O=C(OCC(=O)N1CCN(c2ccccc2)CC1)c1ccc(Cl)cc1[N+](=O)[O-]

Screen / compound no.	43	44	45	46	47	48
Rin1-Abl PPI inh	0	/	4	-3	1	2
PABP1 MLLE inh	8	/	11	4	-17	13
MT1-MMP act inh	-1	4	4	7	-5	2
SKN-1 inh	-11	9	-5	-3	2	8
FAS-TE inh	-4	-9	0	14	26	12
Rpn11 block	i	/	i	i	i	i
CSN inh	1	-7	4	-4	1	1
NadD inh	-3	5	-4	27	-5	-6
Neddyl block	i	/	i	i	i	i

(49) O=c1[nH][nH]c(=O)c2nc(Nc3ccccc3)ncc12
(50) CCOC(=O)c1c(C)n(C)c2cc(Br)c(O)c(O)c12
(51) CCOC(=O)C1=CN(Cc2ccc(OC)cc2)C=C(C(=O)OCC)C1c1cccs1
(52) CCOC(=O)c1c(CSc2ccccc2)oc2cc(Br)c(O)c(CN(C)C)c12
(53) NC(=O)COC(=O)c1ccc2noc(-c3ccccc3)c2c1
(54) COC(=O)c1c(C(=O)OC)c(-c2ccc(Cl)c(Cl)c2)n2c1CCC2

Screen / compound no.	49	50	51	52	53	54
Rin1-Abl PPI inh	5	1	5	-2	-3	0
PABP1 MLLE inh	-3	15	0	-6	6	-2
MT1-MMP act inh	2	8	-9	-1	1	-2
SKN-1 inh	12	-10	0	6	5	12
FAS-TE inh	-4	-5	23	-3	-2	26
Rpn11 block	i	i	i	i	i	i
CSN inh	7	1	-5	-1	6	-2
NadD inh	5	1	-3	-10	-8	-7
Neddyl block	i	i	/	i	i	i

Single records (already shown). Order of values: Rin1-Abl PPI inh, PABP1 MLLE inh, MT1-MMP act inh, SKN-1 inh, FAS-TE inh, Rpn11 block, CSN inh, NadD inh, Neddyl block
Entry for `NC(=O)COC(=O)c1ccc2noc(-c3ccccc3)c2c1` = -3, 6, 1, 5, -2, i, 6, -8, i
Entry for `CCOC(=O)c1c(CSc2ccccc2)oc2cc(Br)c(O)c(CN(C)C)c12` = -2, -6, -1, 6, -3, i, -1, -10, i
Entry for `CCOC(=O)c1c(C)n(C)c2cc(Br)c(O)c(O)c12` = 1, 15, 8, -10, -5, i, 1, 1, i

Down the list, as entered above.
Rpn11 block, nos. 49–54 → i, i, i, i, i, i

Assay outcomes (PubChem BioAssay)
